# LDHA block: qHTS assay for inhibitors of human lactate dehydrogenase; activity change, % (values are at about 110 or 230 µM); AID 1347041, 2019; actives 0.15% (n = 480,000); purified LDHA, NADH/diaphorase-resazurin fluorescence; hits give low values; L-lactate dehydrogenase A chain (Homo sapiens), P00338; in the data active means activity change below about -30%;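 further: plate controls were DMSO wells for no effect and wells without enzyme for full effect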
#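 Human LDH5 at 2 nM final in Tris HCl pH 7.4 with 0.06 mM NADH and 0.2 mM pyruvate, reacted 5 minutes at room temperature. Remaining NADH coupled via diaphorase/resazurin; resorufin fluorescence read at 0 and 20 minutes, normalized to enzyme-free and DMSO wells.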
# Starred values were filed as active, the others as inactive.
SMILES,LDHA block
COC(=O)c1ccc(CNC(=O)C2Cc3ccc(C)cc3S2)cc1 (stereo not drawn),5.0
COc1ccc(-c2noc(CNC(=O)c3cc4cccc(OC)c4o3)n2)cc1,11.0
CNC(=O)Cc1ccc(-n2c(=O)c3ccccc3n(CC(=O)Nc3ccc(C)c(C)c3)c2=O)cc1,2.0
Cc1cc(C)c(C(=O)COC(=O)/C=C/c2cccs2)cc1C,3.8
CC(C)(C)NC(=O)CSc1ncc(-c2cccc(Br)c2)o1,-18.6
COc1ccc2oc(=O)c(-c3cn4cccc(C)c4n3)cc2c1,7.3
O=C(CCc1ncc(-c2ccc(F)cc2F)o1)NCc1ccco1,3.1
O=C1C=CC(c2c[nH]c3ccccc23)CC1 (stereo not drawn),8.9
COc1cc(OC)c(OC)cc1CC1C(=O)Nc2ccc(Br)cc21 (stereo not drawn),19.6
COc1ccc(C)cc1CC(=O)OCc1ccc(C#N)cc1,1.1
COc1ccccc1CCNC(=O)c1cccc(N2CCCCS2(=O)=O)c1,-11.2
Cc1nc2ccccc2c(C)c1C(=O)O,4.6
CCCn1c(=O)n(CC(=O)Nc2ccccc2-c2ccccc2)c(=O)c2c1nc(C)n2CCOC,-3.6
CC(C)C(=O)NC(=S)Nc1cccc(Cl)c1,4.6
CCCOc1ccc(Br)cc1C1C(C(=O)OCC)=C(C)Nc2nnnn21 (stereo not drawn),21.1
Cc1cccc(C)c1NC(=O)CSc1ncnc2ccccc12,-0.5
Cc1ccc(NC(=O)CCn2c(=O)oc3cc(S(=O)(=O)N4CCCC4)ccc32)cc1C(F)(F)F,2.4
CC(NC(=O)C1CCCC1)c1ccc(Cl)s1 (stereo not drawn),-15.3
Cc1cc2nc(CSc3ccc(NC(=O)C(C)(C)C)cc3)c(=O)[nH]c2cc1C,8.7
OCc1ccccc1CN1CCCC1,-1.1
Cc1cc(NC(C)CCc2ccccc2)n2ncnc2n1 (stereo not drawn),-0.9
O=C(CCc1ccco1)NCc1ccc(OCc2ccccn2)cc1,-9.8
O=C(CN1CCN(c2nc(C(F)(F)F)nc3ccccc23)CC1)N1CCCC1,1.6
COc1ccc(-c2c(C)oc3cc(OCCN4CCN(CCO)CC4)ccc3c2=O)cc1,3.0
CC(C)(C)c1ccc(C(=O)NC(Nc2ccc(Br)cc2)C(Cl)(Cl)Cl)cc1 (stereo not drawn),16.6
CCN1C(=O)NC(c2ccc(Br)s2)C(C(=O)OC)=C1C (stereo not drawn),-4.8
CCCCc1cc(=O)oc2cc(OCC(=O)NCc3cccnc3)c(Cl)cc12,7.1
O=C(CSc1nnc2ccc(-c3ccc(F)cc3)nn12)N1CCCc2ccccc21,1.8
O=S(=O)(c1ccc2ccccc2c1)N(Cc1ccco1)Cc1cccs1,12.8
CCC/C=N/NC(=O)CCCC(=O)N/N=C/CCC,6.7
CCCCC[C@@H](C)N1C[C@H](COCc2ccccc2)Oc2cc(N3CC[C@@H](O)C3)ccc2S1(=O)=O,6.4
Cc1ccc(-c2ccc(CCC(=O)Nc3nnc(C)s3)o2)cc1,-17.9
CC(C)Cn1c(SC(C)C(=O)Nc2ccc3c(c2)OCO3)nc2cc(Cl)ccc2c1=O (stereo not drawn),-10.7
O=C(CSc1nnc2ccccn12)c1ccc(F)c(F)c1,-10.1
O=S(Cc1ccccc1)Cc1c(Cl)cccc1Cl (stereo not drawn),-0.7
Cc1cc(SCC(=O)Nc2ccccc2)nc2ccccc12,-4.5
S=C(NCCCCCNC(=S)Nc1cccc(Cl)c1)Nc1cccc(Cl)c1,2.2
CN(Cc1cccc(C#N)c1)C(=O)C1CCOCC1,4.0
CC(=O)c1cccc(NC(=O)c2sc3nc(-c4ccc(F)cc4)cn3c2C)c1,1.3
CC(Sc1ccccn1)C(=O)NC(C)c1ccc(F)cc1 (stereo not drawn),11.9

# Entries listed so far with an aryl thioether with sulfur outside any ring, in the order listed:
SMILES,LDHA block
CC(C)(C)NC(=O)CSc1ncc(-c2cccc(Br)c2)o1,-18.6
Cc1cccc(C)c1NC(=O)CSc1ncnc2ccccc12,-0.5
Cc1cc2nc(CSc3ccc(NC(=O)C(C)(C)C)cc3)c(=O)[nH]c2cc1C,8.7
O=C(CSc1nnc2ccc(-c3ccc(F)cc3)nn12)N1CCCc2ccccc21,1.8
CC(C)Cn1c(SC(C)C(=O)Nc2ccc3c(c2)OCO3)nc2cc(Cl)ccc2c1=O (stereo not drawn),-10.7
O=C(CSc1nnc2ccccn12)c1ccc(F)c(F)c1,-10.1
Cc1cc(SCC(=O)Nc2ccccc2)nc2ccccc12,-4.5
CC(Sc1ccccn1)C(=O)NC(C)c1ccc(F)cc1 (stereo not drawn),11.9

# (more compounds)
SMILES,LDHA block
O=C(Nc1cccc(-c2nn3c(=O)cc(N4CCNCC4)nc3s2)c1)C1CCNCC1,-3.4
COc1cccc(C2CC(=O)Oc3c2c(=O)n(C)c2ccccc32)c1 (stereo not drawn),-0.2
CCc1ccc(-c2cc(C(=O)Nc3nn[nH]n3)c3ccccc3n2)cc1,2.2
CCOC(=O)N1CCN(C(=O)C[C@@H]2C[C@@]3(C(=O)OC)CC(C)(C)CC=C3N(Cc3ccccc3)C2=O)CC1,-1.1
COc1ccc(NC(=O)C(C)N(c2ccc(C)c(C)c2)S(C)(=O)=O)cc1Cl (stereo not drawn),1.7
CC(C)n1nnnc1C1c2ccccc2C(=O)N1CCc1ccc(O)cc1 (stereo not drawn),-2.1
CCCC1=C(C(=O)OCC)C(c2cccc3ccccc23)C(C#N)=C(N)O1 (stereo not drawn),37.9
O=C(CSc1nc2ccccc2o1)Nc1nc(-c2ccc(Cl)cc2)cs1,8.8
Cc1nn2c(=O)cc(CN3CCN(c4ncccn4)CC3)nc2s1,-5.8
Cc1nc(N2CCCC2)cc(N2CCN(C(=O)c3ccc(C(F)(F)F)cc3)CC2)n1,1.2
CCCCn1c(=O)[nH]c(=O)c2c1nc(CNc1cccc(F)c1)n2C,-6.5
COC(=O)c1cccc(NC(=O)c2sc(COc3cccc(C)c3)nc2C)c1,4.9
CN(Cc1ccc(Cl)cc1)C(C(=O)NC1CC1)c1ccc(F)cc1 (stereo not drawn),6.6
C=CCOc1ccc2c(=O)c(Oc3cc(C)cc(C)c3)coc2c1,0.5
CCCC[C@@H]1Cc2[nH][nH]c(=O)c2[C@H](c2cccc3ccccc23)O1,0.7
COc1ccc(CC(=O)NC(C)c2cccs2)cc1OC (stereo not drawn),11.0
COCCCNC(=O)C[C@@H]1C[C@@]2(C(=O)OC)CC(C)(C)CC=C2N(CCc2ccc(OC)c(OC)c2)C1=O,-0.9
COc1cccc(C(=O)Nc2ccc3oc(C)nc3c2)c1OC,1.5
CC(C)(Oc1ccc(Br)cc1)C(=O)NCc1ccc(-c2nn3cnnc3s2)cc1,-1.6
CCOc1ccc(CN2CCC(N(C)Cc3ccccc3)CC2)cc1,3.9
COCCCn1c(C)cc(C(=O)CSc2ncnc3ccccc23)c1C,2.0
Cc1ccc(OCCOc2cccc(/C=C(/C#N)c3ccccc3)c2)cc1,7.7
COc1ccc(CCNC(=O)CSc2ccc(-c3ccccn3)nn2)cc1,21.8
CN1CCN(C(C(=O)O)c2c[nH]c3cc(Br)ccc23)CC1 (stereo not drawn),0.8
O=C(NCC(F)(F)F)c1cc2c(c(-c3cccc(-c4ccccc4F)c3)n1)[C@@H](CCO)N(C(=O)CC1CC1)C2,1.9
Cn1c(COc2ccc(C(C)(C)C)cc2)nnc1SCc1ccc(F)cc1,4.2
CC(Nc1ccc(NC(=O)c2cccc[n+]2[O-])cc1)c1ccccc1 (stereo not drawn),11.3
Cc1ccccc1C(=O)CC(=O)c1ccccc1C,0.0
Cn1c(=O)c2c(nc(NCCc3ccc(F)cc3)n2Cc2ccccc2Cl)n(C)c1=O,-12.0
CCCN1CCN(CC2=C(C(=O)OC)C(c3ccc(C)cc3)NC(=O)N2)CC1 (stereo not drawn),-0.6
CCCCNC(=S)NC1CCCCC1,3.0
CN(C)c1ccc(S(=O)(=O)N2CCCCC2)cc1NS(=O)(=O)c1ccc2ccccc2c1,3.4
Cc1ccc(C)c(C(=O)NCC(C)C)c1,0.9
Cc1cccc(CCNC(=O)c2ccc3c(Cl)c4c(nc3c2)CCCC4)c1,5.5
Cc1ccc(C)c(-c2csc(-c3nc(-c4ccccc4)cs3)n2)c1,5.2
COc1ccc(NC(=O)CCc2ncc(-c3ccccc3)o2)c(OC)c1,-20.9
CCOC(=O)NC(CNC(=O)c1cccc(OC)c1)CC(C)C (stereo not drawn),9.3
Clc1ccc(-c2nc3c4ccccc4ccn3c2CC2CCCCC2)cc1,1.1
CCOC(=O)c1sc(N)c(C#N)c1C,3.0
O=C(/C=C/c1ccc2ccccc2c1)c1ccc(F)cc1F,-1.8

# 4 entries from above, bar-delimited.
smiles | LDHA block
CC(Nc1ccc(NC(=O)c2cccc[n+]2[O-])cc1)c1ccccc1 (stereo not drawn) | 11.3
Cc1ccccc1C(=O)CC(=O)c1ccccc1C | 0.0
Cn1c(=O)c2c(nc(NCCc3ccc(F)cc3)n2Cc2ccccc2Cl)n(C)c1=O | -12.0
CCCN1CCN(CC2=C(C(=O)OC)C(c3ccc(C)cc3)NC(=O)N2)CC1 (stereo not drawn) | -0.6

# (cont.)
SMILES,LDHA block
CCn1nc(C(=O)Nc2nc(-c3ccc(NC(C)=O)cc3)cs2)c2ccccc2c1=O,-30.9*
COc1ccc(OCC(=O)Nc2ccc3oc(-c4ccc(OC)cc4)nc3c2)cc1,-3.9
CCCSc1nc2c(c(=O)[nH]1)C(c1ccc(C)o1)C1=C(CCCC1=O)N2 (stereo not drawn),0.1
Cc1cnc(C(=O)N(C)Cc2ccc(Cl)s2)cn1,-22.6
N#Cc1cccc(C(=O)C(=O)N2CCN(c3ccccc3)CC2)c1,-1.2
O=C(CCc1nc(-c2cccs2)no1)Nc1ccccc1N1CCOCC1,11.8
Cc1ccc(S(=O)(=O)NCc2c(C)nn(Cc3ccccc3)c2C)cc1,6.3
CCOc1cc(/C=C2\NC(=O)NC2=O)cc(I)c1OCc1ccc(C(=O)O)cc1,-0.1
Cc1ccc2oc(C(=O)Nc3ccc(C(N)=O)cc3)cc(=O)c2c1,-2.5
CCCC(C)Nc1oc(-c2ccc(Cl)cc2)nc1C#N (stereo not drawn),-22.8
Cc1ccc(C)c(S(=O)(=O)NCCc2coc(-c3ccccc3)n2)c1,10.0
COC(=O)CN1CCN(c2nc3c(c(=O)[nH]c(=O)n3C)n2Cc2ccccc2Cl)CC1,3.4
O=C1CSc2ccc(C(=O)Nc3cccc(COC(=O)c4ccc5c(c4)NC(=O)CS5)c3)cc2N1,5.3
CCOc1ccc(NC(C)=O)c(N)c1,13.0
CC(C)OC(=O)/C=C1\C[C@@H](c2ccccc2C(F)(F)F)O[C@@H](c2ccccc2C(F)(F)F)O1,-2.8
Cc1ccc(S(=O)(=O)Nc2cccc(S(=O)(=O)C3CCCC3)c2)c(C)c1,3.0
Cc1cccc(CS(=O)(=O)N2CCC(C(=O)Nc3ccccc3C(=O)NC(C)(C)C)CC2)c1,15.1
O=C(Nc1ccc2c(c1)OCCO2)C(c1ccccc1F)n1c(=O)c(-c2cc3ccccc3[nH]2)nc2ccccc21 (stereo not drawn),0.4
O=C(Nc1ccccc1C(=O)NC1CCCC1)c1cccc(-n2cnnn2)c1,-7.3
COc1ccc(-c2c(C)oc3cc(OCCN4CCN(C)CC4)ccc3c2=O)cc1,-0.8
CCCCS(=O)C1CCCCC1OC(=O)c1ccccc1 (stereo not drawn),-3.3
O=S(=O)(NCc1ccc(Cn2cccn2)cc1)N1CCCCC1,12.6
O=C(Cc1ccccc1)NNC(=S)NCc1ccccc1,-4.7
O=C1CSc2ccc(C(=O)OCc3nc(-c4ccccc4)no3)cc2N1,-9.4
Cc1nc2c3ccccc3ccc2c2ccccc12,-3.7
O=C(/C=C/C=C/c1cccs1)c1ccc(-c2ccccc2)cc1,4.3
Brc1cccc(-c2noc(-c3ccco3)n2)c1,5.6
Fc1ccc(-c2cnc(CN3CCN(c4ccccc4)CC3)o2)cc1,2.5
O=C(O)CCC(=O)N1N=C(c2ccc3c(c2)OCO3)CC1c1ccccc1 (stereo not drawn),-17.4
COC(=O)c1ccc(OCC(=O)c2ccc3c(c2)OCO3)c(OC)c1,-9.8
NC(=O)c1ccsc1NC(=O)CSc1ccc2c(c1)CCC2,0.1
COc1ccccc1Cc1nc2ccccc2nc1SC(C)C(=O)NCc1ccco1 (stereo not drawn),7.7
O=S(Cc1ccc(Cl)cc1)Cc1ccc(F)cc1Cl (stereo not drawn),-2.2
COc1ccc2c(C)c(CCC(=O)Nc3nc4ccccc4[nH]3)c(=O)oc2c1C,-6.1
Cc1cccc(C)c1-n1nnnc1C(c1ccnc2ccccc12)N(C)Cc1ccc(Cl)c(Cl)c1 (stereo not drawn),-1.7
O=C(CSc1nc2ccccc2o1)c1ccc2ccccc2c1,7.3
CCCCNC(=O)C1CCN(C(=O)c2ccc(C(F)(F)F)cc2)CC1,12.6
COc1ccc(NC(=O)N2CCC(N(C)S(C)(=O)=O)CC2)cc1,-15.7
Cc1cc2ncn(-c3ccc([N+](=O)[O-])cc3Cl)c2cc1C,-4.4
Cc1ccc2oc(C(=O)N(Cc3cccc(Cl)c3)C3CCS(=O)(=O)C3)cc(=O)c2c1 (stereo not drawn),16.0
CCCCCCCOc1ccc(-c2ccc(C3CCC(CC)CC3)cn2)cc1F (stereo not drawn),-2.9
CCN1CCN(c2oc(-c3ccco3)nc2S(=O)(=O)c2ccccc2)CC1,4.6
CCc1nnsc1C(=O)N(C)CCOc1ccccc1,-9.4
COC(=O)/C(=C\c1ccc([N+](=O)[O-])cc1)NC(C)=O,-12.7
O=C(O)CNS(=O)(=O)c1ccc(Br)cc1,0.7
COC(=O)Cc1c(C)c2ccc(OCc3ccccc3F)c(C)c2oc1=O,-9.4
CCCSc1oc(-c2ccccc2)nc1S(=O)(=O)c1ccccc1,2.2
COC(=O)COc1ccc2c(C)c(-c3ccccc3)c(=O)oc2c1,-6.3
Clc1ccccc1-c1nnc2ccc(SCc3ccco3)nn12,7.3
CC(=O)C1CN(S(=O)(=O)c2ccc(C)cc2)C(c2ccccc2)CC1C (stereo not drawn),2.6

# A portion of the library (hit frequency here may not be typical).
